Source: PubChem
ERa coact pot – enhances coactivator binding to human estrogen receptor alpha; TR-FRET ERalpha-LBD/SRC-Cy5 coactivator binding, 2 h; 100 = basal binding, no effect; 1.3% of 86,000 active; coactivator binding (% of control), % at 25.6 µM; P03372; AID 639; in the data active = activity above about 200%;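 note: binding measured in presence of low estradiol as agonist stimulus; 0% = peptide alone without receptor and 100% = receptor with peptide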
Target sequence (P03372 whole entry, looked up, the tested form may be a part): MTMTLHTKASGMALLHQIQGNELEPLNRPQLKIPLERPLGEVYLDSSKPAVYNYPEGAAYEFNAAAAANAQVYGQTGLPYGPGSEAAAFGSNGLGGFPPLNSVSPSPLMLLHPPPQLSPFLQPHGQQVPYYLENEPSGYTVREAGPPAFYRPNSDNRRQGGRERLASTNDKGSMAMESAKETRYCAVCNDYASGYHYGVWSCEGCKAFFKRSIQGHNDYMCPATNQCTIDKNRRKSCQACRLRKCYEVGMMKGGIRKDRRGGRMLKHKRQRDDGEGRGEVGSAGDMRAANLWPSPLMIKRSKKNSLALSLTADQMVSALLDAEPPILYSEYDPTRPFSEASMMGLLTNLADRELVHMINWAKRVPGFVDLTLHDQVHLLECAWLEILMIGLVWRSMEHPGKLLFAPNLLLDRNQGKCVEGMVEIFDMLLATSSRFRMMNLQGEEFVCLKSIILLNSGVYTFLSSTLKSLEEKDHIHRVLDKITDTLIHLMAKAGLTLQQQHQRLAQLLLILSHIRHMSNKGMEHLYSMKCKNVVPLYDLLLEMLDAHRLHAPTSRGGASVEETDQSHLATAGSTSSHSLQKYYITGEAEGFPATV
H69AR growth 86K – blocks growth of human H69AR lung tumor cells; H69AR lung tumor viability, ATP luminescence, 72 h; active compounds read low; viability, % at 10 µM; 6% of 85,000 active; AID 598;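 active = viability at or below 40%; inactive = viability above 40%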;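 note: multidrug resistant small cell line overexpressing MRP-1 efflux transporter; 100% = mean luminescence of untreated control wells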
Calb biofilm kill – kills Candida albicans biofilms; C. albicans biofilm + clotrimazole, Alamar Blue; inhibition, % at 6 µM; 0.14% of 85,000 active;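 active = inhibition above 20%; inactive = inhibition below 20%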;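 note: preformed 24 hr biofilms exposed to compound for 48 hr; 0% = biofilm without compound and 100% = blank killed by clotrimazole plus chlorhexidine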
Fibroblast inh – blocks proliferation of human lung fibroblasts | LL 47 human lung fibroblast viability, ATP luminescence; active compounds read low | AID 719 | 1.1% of 85,000 active | viability, % at 10 µM;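 active = viability at or below 50% in the single dose screen; inactive = viability above 50%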;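 note: compound exposure lasted 72 h before the ATP readout; 100% = median luminescence of untreated cell-only wells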
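Test system: LL 47 human lung fibroblasts; Quantity: 1,150 cells/well; Buffer or medium: IMEM plus 15% FBS; Dosing: tenfold compound dosing solution, DMSO at 0.1%; Timing: overnight cell rest, 72 h compound treatment at 37 °C; Detection: ATP-based CellTiter-Glo luminescent readout; Read-out basis: viability percentage against median untreated-cell control; Controls: cell-only wells, no compound.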
sEH activator – increases human soluble epoxide hydrolase activity. P34913. purified human sEH enzymatic activity, activator screen. activation, % at 2 µM. 0.04% of 91,000 active; in the data active = activation above about 37%; note: values of inactives mirror those of a sister screen read the other way
ERa SRC1 inh – blocks coactivator binding to human estrogen receptor alpha | P03372 | TR-FRET ER-alpha LBD / SRC-1 peptide, estradiol-bound | inhibition, % at 25.6 µM | 1.7% of 86,000 active; in the data active = inhibition above about 50%;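 note: 0% = receptor plus peptide control and 100% = peptide only without receptor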
ERb coact inh – blocks coactivator binding to human estrogen receptor beta. Q92731. TR-FRET ER-beta LBD / SRC1-Cy5 peptide binding; receptor agonist-loaded with 1 µM estradiol. inhibition, % at 25.6 µM. 1.3% of 86,000 active. AID 633;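 active = compounds whose percent inhibition of the receptor-coactivator binding signal exceeds about 50% in the single-dose screen, limit read from the data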;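 note: 0% = receptor plus peptide wells without compound and 100% = peptide-only wells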
Smad3 FoxH1 inh – blocks human Smad3 binding to FoxH1 peptide; P84022; TR-FRET Smad3/Dy647-FoxH1 peptide binding, europium anti-His; inhibition, % at 25 µM; 0.29% of 88,000 active;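 active = compounds that reduce the energy-transfer binding signal between the protein and its labelled peptide by more than half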;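 note: 0% = Smad3 plus labelled peptide maximal FRET and 100% = peptide-only background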
Target sequence (P84022 whole entry, looked up): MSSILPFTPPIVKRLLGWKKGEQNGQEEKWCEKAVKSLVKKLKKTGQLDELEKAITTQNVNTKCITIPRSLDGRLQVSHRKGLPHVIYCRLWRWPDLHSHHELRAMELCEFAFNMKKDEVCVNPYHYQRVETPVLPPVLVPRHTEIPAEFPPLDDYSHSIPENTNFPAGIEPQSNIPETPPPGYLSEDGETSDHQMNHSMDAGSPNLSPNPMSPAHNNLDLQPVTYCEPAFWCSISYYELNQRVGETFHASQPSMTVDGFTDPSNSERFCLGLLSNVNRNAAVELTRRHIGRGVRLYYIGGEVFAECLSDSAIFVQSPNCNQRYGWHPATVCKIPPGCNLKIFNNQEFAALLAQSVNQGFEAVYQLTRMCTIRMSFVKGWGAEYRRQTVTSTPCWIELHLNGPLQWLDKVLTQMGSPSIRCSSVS
HUVEC prolif 384 – inhibitors of human endothelial cell proliferation | viability, % at 10 µM (by protocol) | AID 648 | 1.1% of 86,000 active | HUVEC proliferation, CellTiter-Glo luminescence, 72 h; active compounds read low;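 active = viability at or below 30%; inactive = viability above 30%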;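 note: 100% = median luminescence of DMSO-only cell control wells on each plate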
An asterisk follows results filed as active; [ ] = dose if it differs, or a comment. Some of the compounds tested. The share of hits here may be higher or lower than overall.

For CC1(CCC#N)N=C(SCCC#N)N(c2ccccc2)C1=O (stereo not drawn) the results were ERa coact pot 109[fluorescence artefact?], H69AR growth 86K 94, Calb biofilm kill 7, Fibroblast inh 94, sEH activator -5, ERa SRC1 inh -6, ERb coact inh 3, Smad3 FoxH1 inh 2 and HUVEC prolif 384 91.
For Cc1cc(C)n2c(SCC(=O)Nc3ncc(C(F)(F)F)cc3Cl)nnc2n1 the results were ERa coact pot 100, H69AR growth 86K 98, Calb biofilm kill 7, Fibroblast inh 105, sEH activator 0, ERa SRC1 inh 3, ERb coact inh 3, Smad3 FoxH1 inh 1 and HUVEC prolif 384 107.
`CC(C)C(OC(=O)c1ccco1)C(=O)NCc1ccccc1` (stereo not drawn) gave ERa coact pot 130, H69AR growth 86K 98, Calb biofilm kill 6, Fibroblast inh 98, sEH activator 13, ERa SRC1 inh -7, ERb coact inh -4[fluorescence artefact?], Smad3 FoxH1 inh 13 and HUVEC prolif 384 100.
For CC1CCN(c2ncnc3c2cnn3Cc2ccc(Cl)cc2)CC1 the results were ERa coact pot 101, H69AR growth 86K 93, Calb biofilm kill 9, Fibroblast inh 91, ERa SRC1 inh -3, ERb coact inh 0, Smad3 FoxH1 inh -8 and HUVEC prolif 384 102.
`Cc1ccc(N2CC(C(=O)NCC3CCCO3)CC2=O)cc1Cl` (stereo not drawn) gave ERa coact pot 121, H69AR growth 86K 100, Calb biofilm kill 3, Fibroblast inh 100, ERa SRC1 inh -2, ERb coact inh -6, Smad3 FoxH1 inh -4 and HUVEC prolif 384 99.
CCCNC(=O)Cn1cnc2sc(C(=O)N3CCN(CCC)CC3)c(C)c2c1=O was read as ERa coact pot 85, H69AR growth 86K 94, Calb biofilm kill 9, Fibroblast inh 102, ERa SRC1 inh -8, ERb coact inh 3, Smad3 FoxH1 inh -2 and HUVEC prolif 384 103.
`COc1ccc(-c2cc(C(=O)O)c3c(C)nn(-c4ccccn4)c3n2)cc1` gave ERa coact pot 112, H69AR growth 86K 93, Calb biofilm kill 4, Fibroblast inh 103, sEH activator 14, ERa SRC1 inh -10, ERb coact inh -4, Smad3 FoxH1 inh -6 and HUVEC prolif 384 97.
`CCCC(=O)N1CCN(S(=O)(=O)c2cc(Cl)ccc2OC)CC1` gave ERa coact pot 104, H69AR growth 86K 88, Calb biofilm kill 1, Fibroblast inh 99, ERa SRC1 inh -25, ERb coact inh -25, Smad3 FoxH1 inh 10 and HUVEC prolif 384 89.
`COCc1[nH]nc2c1C(C1C=CCCC1)C(C#N)=C(N)O2` (stereo not drawn) gave ERa coact pot 80, H69AR growth 86K 102, Calb biofilm kill 0, Fibroblast inh 80, sEH activator -6, ERa SRC1 inh -5, ERb coact inh -4, Smad3 FoxH1 inh 10 and HUVEC prolif 384 66.
For COc1cc(Cl)c(S(=O)(=O)n2cnc(C)c2)cc1Cl the results were ERa coact pot 120, H69AR growth 86K 96, Calb biofilm kill 5, Fibroblast inh 89, sEH activator 10, ERa SRC1 inh -5, ERb coact inh 3, Smad3 FoxH1 inh -5 and HUVEC prolif 384 106.
`CCOC(=O)c1oc2ccc(Br)cc2c1CSc1nnc(C)s1` gave ERa coact pot 99, H69AR growth 86K 100, Calb biofilm kill 3, Fibroblast inh 98, sEH activator 13, ERa SRC1 inh -3, ERb coact inh 4, Smad3 FoxH1 inh -1 and HUVEC prolif 384 97.
Screening CC1CCCCC1NC(=O)CSc1nncs1 (stereo not drawn) returned ERa coact pot 96[fluorescence artefact?], H69AR growth 86K 106, Calb biofilm kill 5, Fibroblast inh 97, ERa SRC1 inh -3, ERb coact inh -8, Smad3 FoxH1 inh 3 and HUVEC prolif 384 92.
`Cn1c(SCC(=O)Nc2ccc3c(c2)OCCO3)nnc1-c1ccco1` gave ERa coact pot 102, H69AR growth 86K 89, Calb biofilm kill 6, Fibroblast inh 99, sEH activator -2, ERa SRC1 inh -3, ERb coact inh 0, Smad3 FoxH1 inh -6 and HUVEC prolif 384 94.
For C=CCn1c(SCC(=O)OCC)nc2cc(C(=O)NCc3ccco3)ccc2c1=O the results were ERa coact pot 100, H69AR growth 86K 100, Calb biofilm kill 8, Fibroblast inh 103, sEH activator -10, ERa SRC1 inh 8, ERb coact inh -7, Smad3 FoxH1 inh 2 and HUVEC prolif 384 92.
For O=C(CSc1ncnc2c1nnn2Cc1ccccc1F)N1CCN(c2ccccc2)CC1 the results were ERa coact pot 94, H69AR growth 86K 79, Calb biofilm kill -1, Fibroblast inh 89, sEH activator 4, ERa SRC1 inh -15, ERb coact inh -4, Smad3 FoxH1 inh -3 and HUVEC prolif 384 85.
For COc1ccc(Cc2nnc(SCC(=O)NCc3ccco3)o2)cc1 the results were ERa coact pot 152, H69AR growth 86K 93, Calb biofilm kill 6, Fibroblast inh 95, sEH activator 2, ERa SRC1 inh 21, ERb coact inh 17, Smad3 FoxH1 inh 18 and HUVEC prolif 384 84.
CC(C)Cn1cc(C(=O)N2CCOCC2)c2c3ccccc3n(C)c2c1=O was read as ERa coact pot 118, H69AR growth 86K 58, Calb biofilm kill 6, Fibroblast inh 94, sEH activator 4, ERa SRC1 inh -1, ERb coact inh -7, Smad3 FoxH1 inh -2 and HUVEC prolif 384 96.
Screening CCN(CC)c1nc(-c2cccc(OC)c2O)nc2ccccc12 returned ERa coact pot 95, H69AR growth 86K 55, Calb biofilm kill 6, Fibroblast inh 87, sEH activator 5, ERa SRC1 inh 18, ERb coact inh -8, Smad3 FoxH1 inh -1 and HUVEC prolif 384 83.
For O=Cc1ccccc1OCCOc1ccccc1C=O the results were ERa coact pot 88, H69AR growth 86K 23*, Calb biofilm kill -7, Fibroblast inh 54, sEH activator 8, ERa SRC1 inh 3, ERb coact inh 2, Smad3 FoxH1 inh 7 and HUVEC prolif 384 47.
Screening CCOC(=O)N1CCC(NC(=O)c2ccc3nc(N4CCOCC4)sc3c2)CC1 returned ERa coact pot 103, H69AR growth 86K 96, Calb biofilm kill 0, Fibroblast inh 107, sEH activator 2, ERa SRC1 inh -3, ERb coact inh -14, Smad3 FoxH1 inh -6 and HUVEC prolif 384 104.
CC(=O)c1ccc(-n2nnnc2SCC(=O)N2CCN(C(=O)c3ccco3)CC2)cc1 was read as ERa coact pot 102, H69AR growth 86K 86, Calb biofilm kill 5, Fibroblast inh 99, ERa SRC1 inh -7, ERb coact inh 2, Smad3 FoxH1 inh 6 and HUVEC prolif 384 101.
`Nc1nnc(CCc2ccccc2)s1` gave ERa coact pot 104, H69AR growth 86K 105, Calb biofilm kill -1, Fibroblast inh 104, sEH activator 13, ERa SRC1 inh 5[fluorescence artefact?], ERb coact inh 5, Smad3 FoxH1 inh 15 and HUVEC prolif 384 99.
For O=C(c1cc2cc(Br)ccc2oc1=O)N1CCN(c2ccccn2)CC1 the results were ERa coact pot 101, H69AR growth 86K 104, Calb biofilm kill 4, Fibroblast inh 102, sEH activator 1, ERa SRC1 inh -30, ERb coact inh -24, Smad3 FoxH1 inh 1 and HUVEC prolif 384 96.
Screening C=CCn1c(C)cc(C(=O)CSc2nc3ccccc3[nH]2)c1C returned ERa coact pot 93, H69AR growth 86K 92, Calb biofilm kill 5, Fibroblast inh 101, ERa SRC1 inh 5, ERb coact inh -9, Smad3 FoxH1 inh 0 and HUVEC prolif 384 78.
Screening CCc1cc(C(=O)NNC(=S)Nc2ccccc2C)cs1 returned ERa coact pot 92, H69AR growth 86K 54, Calb biofilm kill 7, Fibroblast inh 106, sEH activator 4, ERa SRC1 inh -62, ERb coact inh 1, Smad3 FoxH1 inh 2 and HUVEC prolif 384 109.
For COc1cccc(OC)c1C(=O)N1CCN(c2c(Cc3ccccc3)c(C)nc3ncnn23)CC1 the results were ERa coact pot 83, H69AR growth 86K 88, Calb biofilm kill 4, Fibroblast inh 102, ERa SRC1 inh -5, ERb coact inh 0, Smad3 FoxH1 inh -3 and HUVEC prolif 384 106.
Screening CC(=NCCc1ccccc1)C1=C(O)CSC1=O returned ERa coact pot 98, H69AR growth 86K 90, Calb biofilm kill 7, Fibroblast inh 105, sEH activator -7, ERa SRC1 inh -1, ERb coact inh 10, Smad3 FoxH1 inh 7[fluorescence artefact?] and HUVEC prolif 384 87.
Screening Cc1cnc(C(=O)OCC(=O)N2c3ccccc3NC(=O)C2(C)C)cn1 returned ERa coact pot 110, H69AR growth 86K 95, Calb biofilm kill 13, Fibroblast inh 101, sEH activator -13, ERa SRC1 inh -4, ERb coact inh -6, Smad3 FoxH1 inh -4 and HUVEC prolif 384 88.
`Cc1cc(C)nc(SCC(=O)Oc2ccc3oc(=O)cc(C)c3c2)n1` gave ERa coact pot 82, H69AR growth 86K 92, Calb biofilm kill 5, Fibroblast inh 104, sEH activator -12, ERa SRC1 inh -5, ERb coact inh -7, Smad3 FoxH1 inh 1 and HUVEC prolif 384 84.
For O=C(CSc1nnc(-c2cccnc2)n1-c1ccc(F)cc1)NCc1ccc2c(c1)OCO2 the results were ERa coact pot 87, H69AR growth 86K 99, Calb biofilm kill 0, Fibroblast inh 102, sEH activator 6, ERa SRC1 inh -8, ERb coact inh -3, Smad3 FoxH1 inh -1 and HUVEC prolif 384 84.

By substructure, the compounds so far with a thiophene ring, fused or not.
CCCNC(=O)Cn1cnc2sc(C(=O)N3CCN(CCC)CC3)c(C)c2c1=O was read as ERa coact pot 85, H69AR growth 86K 94, Calb biofilm kill 9, Fibroblast inh 102, ERa SRC1 inh -8, ERb coact inh 3, Smad3 FoxH1 inh -2 and HUVEC prolif 384 103.
Screening CCc1cc(C(=O)NNC(=S)Nc2ccccc2C)cs1 returned ERa coact pot 92, H69AR growth 86K 54, Calb biofilm kill 7, Fibroblast inh 106, sEH activator 4, ERa SRC1 inh -62, ERb coact inh 1, Smad3 FoxH1 inh 2 and HUVEC prolif 384 109.

The list continues.
For O=C1CC(N(Cc2ccc3c(c2)OCO3)C(=O)Nc2ccc(F)cc2)C(=O)N1c1ccccc1 (stereo not drawn) the results were ERa coact pot 113, H69AR growth 86K 84, Calb biofilm kill 7, Fibroblast inh 88, sEH activator 6, ERa SRC1 inh -29, ERb coact inh -21, Smad3 FoxH1 inh 8 and HUVEC prolif 384 86.
COC(=O)c1cccc(NC(=O)c2cnoc2C)c1 was read as ERa coact pot 104, H69AR growth 86K 109, Calb biofilm kill 6, Fibroblast inh 104, sEH activator -3, ERa SRC1 inh 19, ERb coact inh 3, Smad3 FoxH1 inh 17[fluorescence artefact?] and HUVEC prolif 384 98.
Screening O=C(O)c1ccc(CN2CCCCC2)o1 returned ERa coact pot 119, H69AR growth 86K 101, Calb biofilm kill 3, Fibroblast inh 104, ERa SRC1 inh 0[fluorescence artefact?], ERb coact inh -1, Smad3 FoxH1 inh 0 and HUVEC prolif 384 108.
Screening OC1(c2ccccc2F)CCN(Cc2nnnn2CCc2ccccc2)CC1 returned ERa coact pot 116, H69AR growth 86K 93, Calb biofilm kill 3, Fibroblast inh 98, sEH activator -9, ERa SRC1 inh 2, ERb coact inh -8, Smad3 FoxH1 inh -3 and HUVEC prolif 384 102.
Cc1cc(C)n(-c2nc(Nc3ccccc3C)nc(-n3nc(C)cc3C)n2)n1 was read as ERa coact pot 95, H69AR growth 86K 54, Calb biofilm kill -2, Fibroblast inh 23*, sEH activator -9, ERa SRC1 inh 0, ERb coact inh -1, Smad3 FoxH1 inh 0 and HUVEC prolif 384 74.
For Cc1cccc(NC(=O)C2CC(=O)N(c3ccccc3)C2)c1C (stereo not drawn) the results were ERa coact pot 97, H69AR growth 86K 97, Calb biofilm kill 5, Fibroblast inh 105, sEH activator -3, ERa SRC1 inh -3, ERb coact inh -5, Smad3 FoxH1 inh 2 and HUVEC prolif 384 101.
